ANO1 block: TMEM16A chloride channel inhibitors, primary screen, cell-based, HTS. HEK293 TMEM16A/YFP iodide influx fluorescence, ionomycin. normalized B-score (activity score, 25-100; higher = stronger inhibition) at 10 µM. 1.2% of 310,000 active;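 active = ratio plate-corrected score three or more library SD toward inhibition, starting fluorescence score within five deviations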;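 also: score derived from kinetic fluorescence span divided by baseline fluorescence per well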
MrgX1 ag: agonists of human MrgX1 receptor, primary screen, HEK293 cells, Fluo-4 calcium flux; Fluo-4 calcium fluorescence, agonist mode; hits give high values; B-score at 10 µM; 0.44% of 310,000 active; AID 588627, 2011;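 active = calcium response B-score plate-corrected fluorescence ratio at least 3 library SD, with starting fluorescence B-score inside 5 SD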
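times = overnight plating, then 30 min 37 °C plus 30 min room-temperature dye loading | assay system = stable human MrgX1 HEK293 cell line | input = fifteen thousand cells per well | signal = kinetic calcium dye fluorescence, Fluo-4 NW | dosing = compound delivered in addition one of three | read-out = B-scored fluorescence response ratio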
MrgX1 PAM: positive allosteric modulators of MrgX1, primary screen, HEK293 cells, Fluo-4 calcium flux; B-score at 10 µM; AID 588675, 2011; FDSS; hits give high values; 0.63% of 310,000 active;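 active = plate-corrected calcium response at least 3 library SD above typical, normal starting fluorescence, not activating the receptor alone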;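 also: compound read alongside a low EC10 to EC30 dose of BAM8-22 agonist; peak minus trough fluorescence over baseline measured at the second addition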
RGS4 block: RGS4 inhibitors, primary screen, cell-based, HEK293 M3R inducible RGS4, calcium flux | Fluo-4 calcium flux; hits give high values; triggered by carbachol at its EC20 | Regulator of G-protein signaling 4 (Homo sapiens), P49798 | B-score at 10 µM | 0.45% of 310,000 active;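 active = B-score, a plate-corrected calcium signal, over three deviations above library mean, with baseline fluorescence within five deviations of library mean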;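 also: RGS4 expression induced by doxycycline in cells with stable M3 receptor; B-score is computed from the integrated fluorescence ratio over baseline after carbachol; higher B-score means a larger calcium signal and so more RGS4 inhibition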
TRPC4 block: inhibitors of mouse TRPC4 channel, primary screen, Fluo4 calcium, HEK293 TRPC4beta/mu-opioid cells; Short transient receptor potential channel 4 (Mus musculus), Q9QUQ5; DAMGO-evoked Fluo4 calcium flux; hits give low values; B-score at 10 µM; 0.39% of 300,000 active; AID 2247, 2010;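 active = B-score over 3 SD under the library average, no early fluorescence shift, positive overall ratio signal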
Target sequence (Q9QUQ5 whole entry, looked up): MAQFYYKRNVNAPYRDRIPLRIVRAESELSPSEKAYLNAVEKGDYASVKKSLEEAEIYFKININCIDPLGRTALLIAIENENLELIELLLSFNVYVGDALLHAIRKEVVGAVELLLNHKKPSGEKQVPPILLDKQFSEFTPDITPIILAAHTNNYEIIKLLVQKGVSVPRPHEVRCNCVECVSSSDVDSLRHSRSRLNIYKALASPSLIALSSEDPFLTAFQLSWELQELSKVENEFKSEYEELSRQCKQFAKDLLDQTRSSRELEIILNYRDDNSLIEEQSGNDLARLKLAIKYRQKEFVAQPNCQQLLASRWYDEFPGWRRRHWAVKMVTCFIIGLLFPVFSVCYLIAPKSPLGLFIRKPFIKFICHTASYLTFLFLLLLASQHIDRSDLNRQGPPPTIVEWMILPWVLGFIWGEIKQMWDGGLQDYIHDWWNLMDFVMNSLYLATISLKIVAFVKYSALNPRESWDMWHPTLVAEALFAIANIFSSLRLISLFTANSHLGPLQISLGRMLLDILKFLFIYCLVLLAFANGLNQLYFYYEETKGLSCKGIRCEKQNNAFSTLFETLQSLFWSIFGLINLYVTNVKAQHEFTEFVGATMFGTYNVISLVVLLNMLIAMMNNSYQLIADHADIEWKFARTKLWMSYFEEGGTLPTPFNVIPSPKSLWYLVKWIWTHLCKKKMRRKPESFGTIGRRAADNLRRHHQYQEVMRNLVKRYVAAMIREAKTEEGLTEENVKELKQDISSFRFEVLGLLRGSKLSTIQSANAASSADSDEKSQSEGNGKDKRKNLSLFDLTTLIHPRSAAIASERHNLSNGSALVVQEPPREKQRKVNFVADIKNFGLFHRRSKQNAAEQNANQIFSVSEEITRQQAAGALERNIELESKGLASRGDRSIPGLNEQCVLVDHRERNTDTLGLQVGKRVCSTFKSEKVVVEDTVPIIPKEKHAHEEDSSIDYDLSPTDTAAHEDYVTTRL
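Test system – stable TRPC4beta/mu-opioid receptor HEK293 cells · Probe or stimulus – DAMGO, a submaximal dose followed by a maximal one · Dosing – one concentration per compound · Signal – Fluo4 calcium fluorescence by kinetic imaging, 5 s 1 Hz baseline · Evaluation – per-well B score of integrated baseline-normalized Fluo4 ratio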
ANO1 activ: TMEM16A chloride channel activators or potentiators, primary screen, cell-based, HTS; Anoctamin-1 (Mus musculus), Q8BHY3; HEK293 TMEM16A/YFP-H148Q/I152L, iodide quench fluorescence; hits give low values; B-score at 10 µM; 0.3% of 340,000 active; AID 623877, 2012;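 active = fluorescence-ratio B-score plate-corrected deviation score at least 3 library SD below zero, with starting fluorescence score within 5 deviations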;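 also: channel opened by trigger with iodide after compound preincubation; score built on the fluorescence ratio of max minus min over baseline; more negative score means more quench and so TMEM16A activation or potentiation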
TRPC6 activator: mouse TRPC6 channel activators, primary screen, cell-based, HEK293, membrane potential dye. HEK293-TRPC6 membrane potential dye fluorescence; hits give high values. Short transient receptor potential channel 6 (Mus musculus), Q61143. AID 2550, 2010. 0.13% of 310,000 active. B-score at 10 µM;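 active = B-score of the integrated fluorescence ratio above library mean plus 3 SD, and starting fluorescence ratio within library mean plus 5 SD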;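 also: higher score means more depolarization so channel activation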
TRPC4 potent: positive allosteric modulators of TRPC4, primary screen, cell-based, mouse TRPC4beta, HEK293 mu-opioid, Fluo-4 calcium | AID 2227, 2009 | 0.42% of 310,000 active | B-score at 10 µM | DAMGO EC20, Fluo-4 Ca2+ flux; hits give high values;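 active = B-score of calcium response area above 5 SD of library B-scores, with initial fluorescence ratio within 5 SD of library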;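 also: B-score of integrated fluorescence ratio over time as area under calcium response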
TRPC4 act: activators of mouse TRPC4 channel, primary screen, Fluo4 calcium, HEK293 TRPC4beta/mu-opioid cells | Short transient receptor potential channel 4 (Mus musculus), Q9QUQ5 | Fluo4 calcium fluorescence; hits give high values | B-score at 10 µM | 0.49% of 310,000 active;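 active = B-score above 5 SD of library B-scores, and initial fluorescence ratio not above library mean plus 5 SD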;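 also: positive B-score marks a calcium rise read as TRPC4 activation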
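Material: TRPC4beta and mu-opioid receptor HEK293 stable cells | Incubation: 45 min room-temperature Fluo4 loading, 110 s read | Detection: Kinetic Fluo4 calcium fluorescence | Measure: Integrated baseline-normalised fluorescence ratio, converted to per-well B score | Benchmarks: Low control buffer alone, high control maximal DAMGO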
TRPC6 inh: mouse TRPC6 channel inhibitors, primary screen, cell-based, HEK293, membrane potential dye; Short transient receptor potential channel 6 (Mus musculus), Q61143; 1.1% of 310,000 active; ACh-evoked depolarization; hits give low values; B-score at 10 µM;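 active = B-score under library mean minus 3 SD, initial fluorescence not abnormally high, positive integrated signal ratio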;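 also: B-score derived from integrated fluorescence ratio over the kinetic read; more negative B-score means stronger inhibition of depolarization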
MrgX1 antagonist: antagonists of human MrgX1 receptor, primary screen, HEK293 cells, Fluo-4 calcium flux | Mas-related G-protein coupled receptor member X1 (Homo sapiens), Q96LB2 | BAM8-22 antagonism; hits give low values | B-score at 10 µM | 1.3% of 310,000 active;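 active = calcium-response B-score plate-corrected more than 3 library SD below zero, starting fluorescence within 5 deviations, no agonist response on first addition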;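 also: peak minus trough fluorescence over baseline after final BAM8-22 challenge near maximal dose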
* hit, by the source's call; i = inactive; nt = not tested or not shown.

SMILES	ANO1 block	MrgX1 ag	MrgX1 PAM	RGS4 block	TRPC4 block	ANO1 activ	TRPC6 activator	TRPC4 potent	TRPC4 act	TRPC6 inh	MrgX1 antagonist
O=C(Cc1ccccc1)Nc1ccccc1Oc1ccccc1	i	i	i	i	i	i	i	i	i	i	i
NS(=O)(=O)c1cccc(NC(=O)CN2CCc3ccccc32)c1	i	i	i	i	i	i	i	i	i	i	i
COc1ccc(C(=O)N/N=C/c2ccc(N3CCOCC3)o2)cc1OC	i	i	i	i	i	i	i	i	i	i	i
CC(C)CC(=O)C1=C(O)C(=O)N(Cc2ccccc2)C1c1ccccc1 (configuration not stated)	i	i	12.2*	i	i	i	i	i	i	i	i
CCCC(=O)Nc1cc(C(=O)O)ccc1S(=O)(=O)c1ccc(C)cc1	i	i	i	i	i	i	i	i	i	i	i
Cc1cc(C(=O)CCC(=O)N2CCN(S(=O)(=O)c3cccs3)CC2)c(C)s1	i	i	i	i	i	i	i	i	i	i	i
COc1ccc(-c2c(C#N)c(SCc3c(C)noc3C)nc3c2C(=O)CC(C)(C)C3)cc1	i	i	i	i	i	i	i	i	i	i	i
O=C1NN(c2ccccc2)C(=O)/C1=C\c1ccccc1	i	i	i	i	i	i	i	i	i	i	i
Cc1cccn2c(/C=N/OCc3ccc(F)cc3)c(-c3ccc(Cl)cc3)nc12	i	i	i	i	i	i	i	i	i	i	i
CCc1ccccc1NC(=O)COc1cccc(-n2cnnn2)c1	i	i	i	i	i	i	i	i	i	i	i
COc1ccc2cc(CN(CC3CCCO3)C(=S)NCc3ccco3)c(=O)[nH]c2c1 (configuration not stated)	i	i	i	i	i	i	i	i	i	i	i
CCOc1ccc(NS(=O)(=O)c2ccc3c(c2)CCN3C(C)=O)cc1	i	i	i	i	i	nt	i	i	i	i	i
CCN(CC)S(=O)(=O)c1ccc(/C=C/C(=O)Nc2c(C)n(C)n(-c3ccccc3)c2=O)cc1	i	i	i	i	i	i	i	i	i	i	i
O=C(COC(=O)COc1ccc(Cl)cc1)Nc1ccc(N2CCOCC2)cc1	i	i	i	i	i	i	i	i	i	i	i
CCOC(=O)C1CCN(C(=O)/C=C/c2ccc3c(c2)OCO3)CC1	i	i	i	i	i	i	i	i	i	i	i
Cc1ccc(C(CC(=O)N2CCCC2)c2ccccc2)c(O)c1C (configuration not stated)	i	i	i	i	i	i	i	i	i	i	i
O=C(Nc1cc2c(cc1Br)OCCO2)c1cccnc1	i	i	i	i	i	i	i	i	i	i	i
C/C(=N\Nc1ccc(S(=O)(=O)Nc2ccccc2)cc1[N+](=O)[O-])c1ccncc1	i	i	i	i	i	nt	i	i	i	i	i
CC(C)c1nc(SCC(=O)N2CCCCCC2)c2c(=O)n(C)c(=O)n(C)c2n1	i	i	i	i	i	i	i	i	i	i	i
CN(C)S(=O)(=O)Nc1ccccc1C(N)=O	i	i	i	i	i	i	i	i	i	i	i
Cc1ccc(NCC(=O)N/N=C\c2ccc[nH]2)cc1	i	i	i	i	i	i	i	i	i	i	i
CC(C)CC(=O)N1CCC(O)(CS(=O)(=O)Cc2ccccc2Cl)CC1	i	i	i	i	i	i	i	i	i	i	i
CCn1nc(C)c(/C=C2\CCCC3=C2OC(N)=C(C#N)C3c2c(C)nn(CC)c2C)c1C (configuration not stated)	i	i	i	i	i	nt	i	i	i	i	i
COc1ccc2nc(C3CCCCC3)c3c(c2c1)CCC3	i	i	i	i	i	i	i	i	i	i	i
CCSc1oc(-c2ccco2)nc1S(=O)(=O)c1ccc(C)cc1	i	i	i	i	i	i	i	i	i	i	i
COc1ccc(-n2nc(C(=O)NCC(=O)Nc3ccccn3)c3ccccc3c2=O)cc1Cl	nt	nt	nt	i	i	i	i	i	i	i	nt
COc1ccc(Cc2noc(CN3CCCC(C(=O)c4cccs4)C3)n2)cc1OC (configuration not stated)	i	i	i	i	i	i	i	i	i	i	i
O=C(NCc1ccccc1)Nc1cc(Cl)ccc1Cl	i	i	i	i	i	i	i	i	i	i	i
COc1cc(/C=C/CN2CCN(Cc3ccc(C)o3)C(CCO)C2)ccc1O (configuration not stated)	i	i	i	i	i	i	i	i	i	i	i
O=[N+]([O-])c1c(Nc2ccc(O)cc2)cc(Cl)c2nonc12	100*	i	i	i	i	-8.29*	i	i	i	i	-14.5*
CCC(C)(C(=O)NC1CCCCC1)N(Cc1ccco1)C(=O)CC1NC(=O)NC1=O (configuration not stated)	i	i	i	i	i	i	i	i	i	i	i
CC(=O)NC(c1ccc(F)cc1)c1cccnc1 (configuration not stated)	i	i	i	i	i	i	i	i	i	i	i
O=C(NCCN1CCOCC1)/C(=C\c1ccc(Br)cc1)NC(=O)c1cccs1	i	i	i	i	i	i	i	i	i	i	i
CC(C)C(=O)Nc1cccc(-c2cn3ccccc3n2)c1	i	i	i	i	i	i	i	i	i	i	i
CC1CCN(c2ccc(NC(=S)NC(=O)c3ccc(-c4cccc([N+](=O)[O-])c4)o3)cc2)CC1	i	i	i	i	i	i	i	i	i	i	i
Cc1cccc(NC(=O)C(=O)NCCCc2ccccc2)c1	i	i	i	i	i	nt	i	i	i	i	i
O=C(CSc1nnc(-c2cccnc2)n1Cc1ccco1)Nc1cccc(O)c1	i	i	i	i	i	i	i	i	i	i	i
CCN1CCN(c2ccc(S(=O)(=O)N3CCCCC3)cc2NC(=O)Cc2ccccc2)CC1	i	i	i	i	i	i	i	i	i	i	i
Cc1ccc(C)c(NC(=S)N/N=C2/CCCCc3ccccc32)c1	i	i	i	i	i	i	i	i	i	i	i
CCOC(=O)N/N=C/c1c(F)c(F)c(F)c(F)c1F	i	i	i	i	i	i	i	i	i	i	i
Cc1cc(C)cc(N(CC(=O)O)S(=O)(=O)c2c(C)[nH]c(=O)[nH]c2=O)c1	i	i	i	i	i	i	i	i	i	i	i
CCSc1ccc2nnc(-c3cccs3)n2n1	i	i	i	i	i	i	i	i	i	i	i
Cc1cccc(OCCCCCn2ccnc2)c1C	i	i	i	i	i	i	i	i	69*	i	i
CC(OC(=O)Cc1n[nH]c(=O)c2ccccc12)C(=O)Nc1ccc(F)cc1 (configuration not stated)	i	i	i	i	i	i	i	i	i	i	i
COCCNC(=S)NCCc1ccc(Cl)cc1Cl	i	i	i	i	i	i	i	i	i	i	i
O=C(CSc1cccc2cccnc12)Nc1ccccc1F	i	i	i	i	i	i	i	i	i	i	i
CCOc1ccc(N2C(=O)Cc3ccccc3C2=O)cc1	i	i	i	i	i	i	i	i	i	i	i
COc1ccccc1NC(=O)c1ccc(C(=O)c2ccccc2)o1	100*	i	i	i	i	i	i	i	i	i	i
Cc1nc2ccc(NC(=S)NC3CCCCC3)cc2nc1C	i	i	i	i	i	i	i	i	i	i	i
O=C(NCC(=O)N1CC=C(c2ccccc2)CC1)c1ccco1	i	i	i	i	i	i	i	i	i	i	i
Cc1nc(C)c(C(=O)NNS(=O)(=O)c2ccc([N+](=O)[O-])cc2)s1	i	i	i	i	i	i	i	i	i	i	i
Cc1ccccc1OCCN(C#N)c1nc(N(C)C)nc(N(C)C)n1	i	i	i	i	i	i	i	i	i	i	-4.93*
CCn1c(C)nnc1SCC(=O)Nc1ccc2c(c1)OCCO2	i	i	i	i	i	i	i	i	i	i	i
N/C(=N\c1nc(CSc2nc3ccccc3s2)cc(=O)[nH]1)Nc1ccc(F)cc1	i	i	i	i	i	i	i	i	i	i	i
Cc1[nH]ncc1-c1nc2ccccc2[nH]1	i	i	13.2*	i	i	i	i	i	i	i	i
CC(=O)c1cccc(OCc2cc(C(=O)NCCC3=CCCCC3)no2)c1	i	i	i	i	i	i	i	i	i	i	i
Cc1ccc2c(c1)c1c3n2CCN(C(=O)C2CC2)C3CCC1 (configuration not stated)	i	i	i	i	i	i	i	i	i	i	i
Cc1nnc(SCC(C)C)[nH]c1=O	i	i	i	i	i	i	i	i	i	i	i
Nc1ccc(C(CC(=O)O)n2cccc2)cc1 (configuration not stated)	i	i	i	i	i	i	i	i	i	i	i
COc1ccc(CNCC(O)(c2ccc(F)cc2)c2ccc(F)cc2)cc1	i	i	i	i	i	i	i	i	i	i	i

Further results.
SMILES	ANO1 block	MrgX1 ag	MrgX1 PAM	RGS4 block	TRPC4 block	ANO1 activ	TRPC6 activator	TRPC4 potent	TRPC4 act	TRPC6 inh	MrgX1 antagonist
CCOC(=O)CSc1nc2cc(OC)ccc2cc1C#N	i	i	i	i	i	i	i	i	i	i	i
CN(C)S(=O)(=O)c1cccc(NC(=O)COC(=O)/C=C/c2cccs2)c1	i	i	i	i	i	i	i	i	i	i	i
Oc1ccccc1-c1cc(-c2ccc(Cl)cc2)n[nH]1	i	i	i	i	i	i	i	i	i	i	i
COc1ccc(C2=NO[C@@H]3C(=O)N(c4ccc(C)cc4C)C(=O)[C@H]23)cc1OC	i	i	i	i	i	i	i	i	i	i	i
S=C(NCCCN1CCOCC1)N1CCN(c2cccc(Cl)c2)CC1	i	i	i	i	i	i	i	i	i	i	i
Nc1nc2n(n1)C(c1ccco1)CC(c1ccc(F)cc1)N2 (configuration not stated)	i	i	i	i	i	i	i	i	i	i	i
CC(CN1CCCC1)OC(=O)c1ccccc1Cl (configuration not stated)	i	i	i	i	i	i	i	i	i	i	i
CCc1cc(=O)oc2cc(C)cc(OC(C)C(=O)NCc3cccnc3)c12 (configuration not stated)	i	i	i	i	i	i	i	i	i	i	i
Cc1ccc(Cc2cnc(NC(=O)c3cccs3)s2)cc1	i	i	i	i	i	i	i	i	i	i	i
